# UPR XBP1 act: adaptive UPR (XBP1) activation | CHO-XBP1 luciferase reporter, IRE1-XBP1 UPR activation, luminescence; percent of tunicamycin response, DMSO as zero | AID 463104 | actives 0.33% (n = 330,000) | activation, % at 20 µM;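 active = versus positive control, 20 µM dose yields 30% or more activation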;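 note: 100% = tunicamycin at 10 µg/mL and 0% = DMSO only wells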
#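 Material: CHO-XBP1 cells stably carrying IRE1-XBP1-driven luciferase reporter / Amount: 1000 cells per well / Compound: 20 µM, 1% DMSO / Times: 6 h treatment, 37 °C / Detection: luciferase luminescence / Measure: % activation of reporter signal versus tunicamycin and DMSO controls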
# Gli-Sufu block: blocks Gli-Sufu signaling in a luciferase reporter; inhibition, % at 5 µM; Sufu-KO-LIGHT fibroblasts, Gli luciferase reporter luminescence; actives 0.74% (n = 340,000); AID 588413;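 active = inhibition above about 55%, limit read from the data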;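 note: 0% = DMSO-treated cells and 100% = wells with medium but no cells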
# Jurkat NFkB inh: inhibitors of the PMA/ionomycin-induced NF-kB reporter in Jurkat cells. inhibition, % at 4 µM. actives 0.53% (n = 330,000). PMA/ionomycin-induced NF-kB luciferase reporter, luminescence; in the data active = inhibition above about 50%
# CXCR6 inh: blocks human CXCR6 beta-arrestin recruitment | O00574 | CHO-K1 PathHunter CXCR6 beta-arrestin, luminescence | inhibition, % at 20 µM | actives 0.36% (n = 360,000) | AID 602244; in the data active = inhibition above about 34%, passing the limit was not always enough;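 note: antagonist mode with CXCL16 agonist at 10 nM final; 0% = 10 nM CXCL16 with DMSO and 100% = unstimulated wells without agonist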
# Target sequence (O00574 whole entry, looked up): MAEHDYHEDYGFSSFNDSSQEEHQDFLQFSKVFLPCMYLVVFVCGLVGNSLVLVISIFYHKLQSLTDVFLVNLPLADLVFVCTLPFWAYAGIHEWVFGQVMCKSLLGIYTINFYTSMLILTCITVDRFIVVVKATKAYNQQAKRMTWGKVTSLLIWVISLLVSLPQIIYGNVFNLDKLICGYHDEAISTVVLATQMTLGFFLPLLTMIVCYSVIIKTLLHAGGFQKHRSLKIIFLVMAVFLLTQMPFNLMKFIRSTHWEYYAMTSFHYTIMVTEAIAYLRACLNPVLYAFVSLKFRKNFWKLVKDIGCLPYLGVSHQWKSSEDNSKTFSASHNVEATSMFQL
# CCR6 antag: blocks CCL20-driven beta-arrestin recruitment at human CCR6 | inhibition, % at 20 µM | P51684 | CHO-K1 CCR6 PathHunter beta-arrestin, luminescence, CCL20-stimulated | actives 0.49% (n = 340,000);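 active = compounds whose inhibition of the agonist-driven luminescence signal at 20 µM reaches about 50%, limit read from the data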;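 note: cells stimulated with CCL20 at 14 nM final; plate controls were DMSO with CCL20 for no effect and DMSO without agonist for full effect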
# Target sequence (P51684 whole entry, looked up): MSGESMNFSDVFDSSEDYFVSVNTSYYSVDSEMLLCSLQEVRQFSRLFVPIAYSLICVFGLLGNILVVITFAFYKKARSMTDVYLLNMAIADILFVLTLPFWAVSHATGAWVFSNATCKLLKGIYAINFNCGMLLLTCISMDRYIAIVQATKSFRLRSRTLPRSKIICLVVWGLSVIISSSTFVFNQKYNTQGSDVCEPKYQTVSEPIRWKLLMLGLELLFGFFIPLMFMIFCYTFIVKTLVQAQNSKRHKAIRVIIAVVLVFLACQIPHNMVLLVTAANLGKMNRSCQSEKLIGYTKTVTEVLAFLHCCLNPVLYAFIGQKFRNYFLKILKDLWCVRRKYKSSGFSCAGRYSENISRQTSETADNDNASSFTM
# EBI2 antag: antagonists of human EBI2 receptor | inhibition, % at 5 µM | P32249 | EBI2 beta-arrestin recruitment, luminescence, 7a,25-OHC stimulated | actives 0.81% (n = 360,000); in the data active = inhibition above about 38%;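 note: enzyme fragment complementation signal reports receptor beta-arrestin coupling in cells; 0% = agonist plus DMSO wells and 100% = wells without agonist; some results beyond the cut were filed as inactive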
# Target sequence (P32249 whole entry, looked up, the tested form may be a part): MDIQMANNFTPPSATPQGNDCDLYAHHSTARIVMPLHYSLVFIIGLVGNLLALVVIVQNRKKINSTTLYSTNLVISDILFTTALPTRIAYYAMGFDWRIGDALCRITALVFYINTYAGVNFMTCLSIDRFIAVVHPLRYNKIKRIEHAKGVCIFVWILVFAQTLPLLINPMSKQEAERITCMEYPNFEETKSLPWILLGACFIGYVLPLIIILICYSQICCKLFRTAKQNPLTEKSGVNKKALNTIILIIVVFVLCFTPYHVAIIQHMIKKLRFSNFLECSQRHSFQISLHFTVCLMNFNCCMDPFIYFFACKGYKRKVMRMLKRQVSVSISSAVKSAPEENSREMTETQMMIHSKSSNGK
# UPR CHOP act: apoptotic UPR (CHOP) activation | activation, % at 10 µM | CHO-CHOP luciferase reporter, luminescence; percent of tunicamycin response over DMSO baseline | actives 0.34% (n = 330,000);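 active = at 10 µM dose, activation of 40% or more, normalized to positive control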;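 note: 100% = tunicamycin at 10 µg/mL and 0% = DMSO alone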
#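 Evaluation: % reporter activation, DMSO baseline versus tunicamycin full activation; System: CHO-CHOP luciferase reporter cell line; Input: 500 cells/well; Incubation: 6 h compound treatment, 37 °C; Measured by: Steady-Glo luciferase luminescence; Dosing: one dose, 10 µM in 0.5% DMSO; Buffer or medium: F12 medium, 10% FBS; Benchmarks: positive tunicamycin 10 µg/mL, negative DMSO alone.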
# 697 NFkB inh: lowers PMA/ionomycin-induced NF-kB signal in 697 B cells | 697 B-cell NF-kB luciferase reporter, 16 h | inhibition, % at 4 µM | actives 0.33% (n = 330,000) | AID 435022; in the data active = inhibition above about 35%
# Mdm2 MdmX PPI: disrupts the human Mdm2-MdmX interaction; actives 3% (n = 330,000); SaOS-2 split-luciferase Mdm2/MdmX complementation, luminescence; AID 485346; O15151+Q00987; inhibition, % at 8 µM;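 active = inhibition of at least 50% at 8 µM in the primary screen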
# Starred values were filed as active, the others as inactive; . = no result given; & = joins results of further samples.
SMILES,UPR XBP1 act,Gli-Sufu block,Jurkat NFkB inh,CXCR6 inh,CCR6 antag,EBI2 antag,UPR CHOP act,697 NFkB inh,Mdm2 MdmX PPI
COc1ccc(CNC(=O)C2CCC(CNc3c(N4CCOCC4)c(=O)c3=O)CC2)cc1 (configuration not stated),-2,1&5,-2,-5&2,3&1,-3&0,0.5,-4,15
CCN(CC)C(=O)Cn1cc(SCC(=O)Nc2cc(C)on2)c2ccccc21,0,9,-21,-3,14,4,-0.1,-9,25
CCOc1ccc(NC(=O)N2CCC(c3nc4ccccc4[nH]3)CC2)cc1,-1,12,2,-5,9,-8,-2.0,15,3
C/C(=N\Nc1nc(-c2cc(C)ccc2C)cs1)c1cc2ccccc2oc1=O,2,-7,2,-6,-2,2,-2.7,-42,-7
CCOc1cc(C(=O)NCCCNC(=O)c2cc(OCC)c(OCC)c(OCC)c2)cc(OCC)c1OCC,-3,-2,-1,-3,1,-2,-1.4,10,5
Cc1cc2c(=O)n(C)c(SCC(=O)Nc3ccc(F)cc3)nc2s1,.,-5,.,-3,4,-7,.,.,.
CC(C)C(=O)Nc1ccc(-c2nc3ncccc3o2)cc1,-7,-46,-99,1,0,-5,0.1,-141,-36
O=C(CSc1nncs1)N1CCN(C(=O)c2ccco2)CC1,-3,-7,23,3,6,-9,0.3,19,-13
COc1ccc(CCCc2n[nH]c(=S)n2C)cc1C,-2,-4,12,-11,-11,-4,1.0,7,3
Cc1ccc(C(=O)NC(=S)NNC(=O)c2ccccc2O)cc1,6,.,-10,9,22,5,1.3,-23,37
Cn1c(SCc2cccc(Cl)c2)nc(C(F)(F)F)cc1=O,1,9,-17,1,12,14,-1.5,-30,-14
COc1ccc(/C=N/NC(N)=S)cc1,-2,-1,1,10,-7,-1,1.0,-6,12
O=c1ncn(-c2ccc(F)cc2)c2ncccc12,0,9,-2,-15,-7,-9,-1.3,10,-14
CSCc1ccc(C(=O)Nc2ccc(C(N)=O)cc2)cc1,-1,-94,-95,3,-7,-8,0.7,-35,-83
CC(=O)Nc1ccc(S(=O)(=O)N2CCC(c3nnc(-c4ccc(C)cc4)o3)CC2)cc1,-2,7,6,3,4,22,-0.6,-4,13
CCN(CC(=O)NCc1ccc(F)cc1)C(=O)c1cccc(S(=O)(=O)N(C)c2ccc(OC)cc2)c1,.,5,.,-3,9,1,.,.,.
CCN(C[C@H]1N[C@@](Cc2ccccc2)(C(=O)OC)[C@H]2C(=O)N(C)C(=O)[C@@H]12)S(=O)(=O)c1ccc(-c2ccccc2)cc1,-2,16,1,-3,-3,9,4.0,-13,38
Cc1cccc(CCNc2nc3ccc(C)cc3n3cnnc23)c1,5,-7,-63,-4,4,-1,3.2,-89,48
CCN(CC)S(=O)(=O)c1ccc(/C=C/C(=O)Nc2ccc(F)c(F)c2F)cc1,-1,5,27,1,-12,27,-0.1,-84,9
CCOC(=O)C(=O)Nc1ccc([N+](=O)[O-])cc1OC,-1,2,12,-3,6,-5,0.1,-10,-16
Cc1cc(C)n(-c2ccc(Cl)c(C(=O)Nc3ccc(-c4nnc5n4CCCCC5)cc3)n2)n1,0,2,-13,-1,0,7,5.1,-32,-1
Cc1ccsc1/C=N/N1CCN(c2ccccn2)CC1,0,-20,-22,-2,-1,-12,3.4,-25,-9
Cc1ccccc1OCC(O)CN1CCN(c2ccccn2)CC1 (configuration not stated),3,8,-6,-6,-5,9,0.5,0,-18
O=C(Nc1ccc(Br)cc1Br)C1CC(=O)N(Cc2ccccc2)C1 (configuration not stated),-7,5,1,2,7,17,0.2,-5,19
CC(=O)Oc1ccc(/C=C(\NC(=O)c2ccco2)C(=O)NCc2ccccc2)cc1,0,-11,20,2,15,-8,0.2,5,15

# Sorted by the number under Mdm2 MdmX PPI (largest number first): 4 of the compounds above.
smiles	Mdm2 MdmX PPI
Cc1cccc(CCNc2nc3ccc(C)cc3n3cnnc23)c1	48
Cc1ccc(C(=O)NC(=S)NNC(=O)c2ccccc2O)cc1	37
Cn1c(SCc2cccc(Cl)c2)nc(C(F)(F)F)cc1=O	-14
Cc1ccccc1OCC(O)CN1CCN(c2ccccn2)CC1 (configuration not stated)	-18

# Further results follow.
SMILES,UPR XBP1 act,Gli-Sufu block,Jurkat NFkB inh,CXCR6 inh,CCR6 antag,EBI2 antag,UPR CHOP act,697 NFkB inh,Mdm2 MdmX PPI
COc1cc(OC)cc(C(=O)N[C@H](C(=O)OCC(=O)N2CCN(S(=O)(=O)c3ccc(C)cc3)CC2)C(C)C)c1,.,2,.,2,2,1,.,.,.
CCCn1c(N)c(Sc2ccccc2[N+](=O)[O-])c(=O)n(CCC)c1=O,-5,2,-3,7,10,-3,-0.3,11,10
O=C(COC(=O)/C=C/c1ccccc1)NC1CCCCC1,-1,-2,7,-2,-6,11,-0.6,9,-8
CC1CCN(S(=O)(=O)c2cccc3cccnc23)CC1,0,16,22,5,8,16,0.6,4,-5
N#Cc1nc(-c2cccs2)oc1NCCCN1CCOCC1,0,2,12,-1,-5,6,-0.7,20,20
NC(=O)CSc1nnc(-c2ccncc2)n1-c1ccc(Cl)cc1,0,-14,10,2,1,-4,-1.1,-2,-2
C/C(=N\Nc1nc2ccc(Cl)cc2o1)c1ccccc1,2,-24,-32,-4,23,-2,1.8,-41,8
O=C(NCc1cc(C(F)(F)F)cc(C(F)(F)F)c1)C1CC(c2ccccc2C(F)(F)F)=NO1 (configuration not stated),-3,-1,-2,.,-4,.,-1.9,3,0
COc1cc(CC(=O)Nc2ccc(Cl)c(C(F)(F)F)c2)cc(OC)c1OC,-3,7,19,-22,0,-5,1.0,-7,19
OC(COc1ccc2ccccc2c1)Cn1cncn1 (configuration not stated),-2,1,-6,-12,0,7,2.6,3,15
CC(=O)N/N=C/c1ccc(OCCOc2ccc(Br)cc2)cc1,0,-3,-11,3,-2,-1,0.4,10,9
O=C(Nc1ccccc1)NN(C(=O)CCl)c1ccccc1,-10,23,12,-6,-11,-60,26,-2,100*
Cc1c(Br)c(C(=O)NNC(=O)c2ccc(C(C)(C)C)cc2)nn1C,2,-4,-2,-8,-8,1,0.5,-26,10
Cc1cc(N)n(-c2ccc(S(=O)(=O)c3ccc(C(C)C)cc3)cc2)n1,-5,7,-3,15,-16,-1,-0.9,-35,12
CCN(CC)CCCNC(=O)c1ccccc1NC(=O)C1=CSCCO1,1,-8,-3,5,0,-1,0.0,-16,22
Cc1cccc(CC(=O)N2CCOCC2)c1,-3,-6,4,0,7,0,-1.9,16,-3
COC(=O)c1ccc(NS(=O)(=O)c2c(C)[nH]c(C)c2C(=O)N2CCCC2)cc1,0,0,13,-6,-3,-3,-1.3,11,6
CCOC(=O)C(=CNc1ccccc1C)C(=O)OCC,2,-6,3,-2,6,-11,0.2,24,2
COc1ccc(N2CCN(C(CNC(=O)C(=O)NC3CCCC3)c3ccco3)CC2)cc1 (configuration not stated),0,0,-7,2,17,-3,-1.5,-18,3
Cn1nnnc1SCC(=O)Nc1ccc2c(c1)OCO2,-3,-20,-21,8,1,-5,-0.2,-1,29
Cc1nc2sc(C(c3ccccc3)N3CCN(c4ccccc4F)CC3)c(O)n2n1 (configuration not stated),-3,-9,23,2,7,-6,1.4,12,-25
COC1OC2COC(c3ccccc3)OC2C(OC(C)=O)C1OC(C)=O (configuration not stated),.,1,.,-3,15,-1,.,.,.
O=C(NCc1ccc(Cl)cc1)C(=O)NCC1OCCN1S(=O)(=O)c1ccc2c(c1)OCCO2 (configuration not stated),-1,-3,-1,-13,8,8,2.2,0,19
CN(C(=O)c1ccco1)c1nc(CC(=O)Nc2ccccc2)cs1,0,40,-3,-1,10,5,1.5,8,18
Cn1c(CSc2ncn[nH]2)nc2ccccc21,-2,9,-11,1,-4,-4,0.6,10,-11
# The listing continues:
SMILES,UPR XBP1 act,Gli-Sufu block,Jurkat NFkB inh,CXCR6 inh,CCR6 antag,EBI2 antag,UPR CHOP act,697 NFkB inh,Mdm2 MdmX PPI
C=CCOc1cc(C)nc(-c2ccccc2O)n1,1,-3,0,8,18,-2,0.1,-6,9
CCOCCCNC(=O)C(c1ccc(OC)cc1)N(Cc1ccc2c(c1)OCO2)C(=O)c1ccccn1 (configuration not stated),2,-23,0,0,0,3,0.9,7,-11
CC(C)(C)n1nnnc1C(c1cc2cc3c(cc2[nH]c1=O)OCO3)N1CCN(c2ccccc2)CC1 (configuration not stated),2,-1,-5,0,6,-2,0.5,-19,13
COc1ccccc1C(=O)NCCC(=O)N1CCN(C(=O)c2ccco2)CC1,-3,-1,5,-2,-4,7,0.5,-2,-2
O=C(O)/C=C/c1ccccc1Oc1ccccc1,2,2,-12,-6,10,4,-0.6,3,-14
COc1ccccc1-n1cc(C(=O)NCC(=O)N2CCN(c3ccccc3)CC2)c2ccccc2c1=O,2,-42,-38,-15,3,0,4.7,-49,-22
CCOC(=O)C1CCCN(C(=O)c2ccc(C)cc2O)C1 (configuration not stated),-2,3,12,-3,13,2,-1.5,-15,-14
Cn1cccc1C1C=C(c2ccc(C(C)(C)C)cc2)Nc2ncnn21 (configuration not stated),0,13,1,-6,3,-3,1.4,-4,20
O=C(CNc1ccc2ccccc2c1)N/N=C/c1cc2ccccc2nc1Cl,.,14,.,-10,9,13,.,.,.
CCOc1ccc(NC(=O)CCN2CCN(S(=O)(=O)c3ccc(Cl)cc3)CC2)cc1,-2,3,16,6,4,2,0.2,7,23
O=C(O)c1ccc2c(c1)C(=O)N(c1ccc(/C=C/C(=O)c3ccccc3)cc1)C2=O,-1,-8,2,4,1,-4,1.5,4,21
COc1ccc(-c2nnc3ccc(SCC(=O)Nc4cc(C)on4)nn23)cc1OC,-3,7,0,-6,-3,-6,-3.0,-2,6
CCc1ccc(NC(=O)CCn2c(=O)c3cccn3c3ccccc32)cc1,-1,-8,9,4,2,6,0.2,-4,38
NC(=O)N/N=C/c1cn(-c2ccccc2)nc1-c1cccs1,6,-36,-36,-6,-6,7,4.5,-5,-41
c1nc2sc3c(c2c2nnnn12)CCCC3,-3,1,6,-8,-2,-3,-2.3,-6,24
Cc1sc2c(=O)n3c(nc2c1C(=O)NC1CCCCC1)CCCCC3,-4,17,-5,11,30,7,0.0,-20,9
CCN(CC)S(=O)(=O)c1cc(NC(=O)COC(=O)c2sc3ccccc3c2Cl)ccc1C,1,-8,6,-3,8,0,1.2,11,2
CCN1CCN(CCCNC(=O)c2ccc(NC(=O)C3=CSCCO3)cc2)CC1,1,0,-20,-4,-10,-9,-0.5,1,6
Cc1cc(OCc2cc(C(=O)N(C)CCc3cnn(C)c3)no2)cc(C)c1Cl,-1,-8,-104,0,7,-3,7.5,-181,-74
Cc1ccccc1NC(=O)c1cccc(N2C(=O)C3C4CC(C(Br)C4Br)C3C2=O)c1 (configuration not stated),-2,5,0,-5,-8,-8,-0.2,10,27
OCC1(CCc2ccccc2)CCCN(CCCC(F)(F)F)C1 (configuration not stated),-4,26,1,0,22,-3,-0.1,0,-12
Cc1ccc(OCC(=O)N2CCN(c3nnc(-c4ccc(C)cc4)c4ccccc34)CC2)cc1,-2,16,24,2,26,87*,2.7,7,32
CCOC(=O)CN1C(=O)/C(=C/c2ccccc2Br)Oc2ccccc21,2,57*,15,6,7,25,-0.6,-13,26
CSc1ccccc1NC(=O)CN(c1ccccc1Br)S(C)(=O)=O,-5,-1,2,-1,3,-4,-0.4,5,6

# Random draw from the library; 5% or so of the library scored in one or more.
